yeast bub3 = NCI yeast anticancer drug screen, S. cerevisiae bub3 mutant strain; 9.9% of 78,000 active; growth inhibition, % at 50 µM; AID 167, 2004;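 note: 0% = growth of vehicle-only cultures of the same strain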
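Inhibition values come from growth of compound-treated mutant yeast normalised to vehicle-treated controls.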
sgs1 mgt1 = NCI yeast anticancer drug screen, S. cerevisiae sgs1 mgt1 strain; 10% of 78,000 active; % growth inhibition at 50 µM;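 note: 0% = growth of vehicle-only cultures of the same strain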
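Genetically altered yeast, compound exposure, growth inhibition relative to vehicle.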
mlh1 rad18 = NCI yeast anticancer drug screen, S. cerevisiae mlh1 rad18 strain; growth inhibition, % at 50 µM; 11% of 79,000 active; AID 175, 2004;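 note: 0% = growth of vehicle-only cultures of the same strain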
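Compound-treated yeast growth, normalised to vehicle controls. Strain bears defined DNA repair mutations.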
yeast mec2-1 = NCI yeast anticancer drug screen, S. cerevisiae mec2-1 strain; % growth inhibition at 50 µM; 9% of 79,000 active; AID 157, 2004;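 note: 0% = growth of vehicle-only cultures of the same strain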
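Test agents were screened against the mec2-1 yeast strain, with defined DNA repair or cell cycle alteration. Growth was scored as inhibition against vehicle-only controls.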
yeast cln2 rad14 = NCI yeast anticancer drug screen, S. cerevisiae cln2 rad14 strain; % growth inhibition at 50 µM; 8.3% of 78,000 active; AID 165, 2004;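 note: 0% = growth of vehicle-only cultures of the same strain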
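Readout is yeast growth inhibition versus vehicle-treated controls, using a strain with cln2 and rad14 alterations exposed to compound.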
rad50 = NCI yeast anticancer drug screen, S. cerevisiae rad50 strain; growth inhibition, % at 50 µM; AID 155, 2004; 10% of 79,000 active;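 note: 0% = growth of vehicle-only cultures of the same strain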
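Cells are treated with compound, grown, and their growth is then scored against vehicle-only cultures of the same repair-deficient yeast strain.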
Numbers without * were called inactive; / = not tested or not shown. Cut-off read from the data, not from the text of the source: active = growth inhibition above about 70%; inactive = the rest.

entry	Molecule	sgs1 mgt1	yeast mec2-1	yeast bub3	yeast cln2 rad14	rad50	mlh1 rad18
1	CSc1nc(NC2OCC(OC(C)=O)C(OC(C)=O)C2OC(C)=O)c(N=CC=Nc2c(NC3OCC(OC(C)=O)C(OC(C)=O)C3OC(C)=O)nc(SC)n(C)c2=O)c(=O)n1C (centres undefined)	-19.8	-4.8	8.0	-16.3	-4.3	12.4
2	O=C1c2ccccc2C(=O)N1C[P+](c1ccccc1)(c1ccccc1)c1ccccc1	32.4	28.8	2.2	16.2	41.9	12.4
3	CCN1C2=NCCN2S(=O)(=O)c2ccccc21	-27.9	-4.5	-22.1	-20.6	-14.4	-5.3
4	Cc1nc(N(CCO)CCO)c2sc(=S)n(-c3ccccc3)c2n1	-43.9	-16.4	-14.2	-13.7	-35.5	-45.8
5	Cc1cc(NCCN(C(C)C)C(C)C)nc(Nc2nc3cc(Cl)c(Cl)cc3[nH]2)n1	77.8*	39.2	23.1	11.7	75.8*	55.6
6	[N-]=[N+]=NC1(N=[N+]=[N-])C(=O)Nc2ccccc2C1=O (centres undefined)	2.5	14.8	-10.2	3.6	15.5	12.6
7	CCOC(=O)C(NC(C)=O)C(O)c1ccccc1 (centres undefined)	-2.0	-16.2	-37.4	-24.6	-8.8	-9.9
8	O=C(Nc1ncnc2c1ncn2C1CC(O)C(CO)O1)c1ccccc1 (centres undefined)	-0.1	-11.3	54.1	-23.9	-2.2	-17.8
9	CN(C)N=Nc1c(F)cccc1F	-28.6	-13.8	8.9	20.4	-5.8	0.7
10	O=C(O)C1Cc2c([nH]c3ccccc23)C(CCCCO)N1 (centres undefined)	-15.9	-7.8	-26.4	-15.4	-31.6	-11.3
11	COC(=O)C(Cc1ccccc1OC)NC(=O)C(CC(=O)OCc1ccccc1)NC(=O)OCc1ccccc1 (centres undefined)	65.2	58.2	87.8*	80.5*	51.5	54.8
12	COc1ccc(C(CC(=O)c2cccs2)C(=O)c2ccc3c(c2)OCO3)cc1 (centres undefined)	-27.7	-24.7	0.6	-5.5	-39.6	-28.4
13	NCc1cc(Br)ccc1O	23.5	3.3	-11.0	-66.2	24.4	20.6
14	COC(=O)[C@@H]1CON(Cc2ccccc2)C1CC1(C)OCCO1 (some centres undefined)	23.8	-7.3	7.3	0.6	0.8	8.4
15	Nc1nc(SCc2ccccc2)c2ncn(CCCl)c2n1	17.6	15.3	-2.1	70.3*	1.4	20.9
16	NC(c1ccccc1)(c1ccccc1)c1ccccc1	43.9	2.9	19.4	-9.8	20.1	11.0
17	CC[N+]1(C)CC2CCC1C2 (centres undefined)	14.5	17.1	5.8	-39.9	4.5	-11.8
18	CCCCCCCC(=O)CC(C)C	0.6	-11.7	-21.4	-2.5	12.1	6.7
19	OCCOc1ccc2ccccc2c1-c1c(OCCO)ccc2ccccc12	98.5*	95.7*	98.9*	97.7*	98.5*	98.6*
20	O=C1c2ccccc2C(=O)N1n1c(Cc2ccc(Cl)cc2)n[nH]c1=O	-26.5	-29.2	-18.8	0.8	-17.9	-39.0
21	COC1=CC(=O)C2CC=CC(CC(=O)O)C2(C)C1=O (centres undefined)	-0.3	-2.4	7.3	-21.9	-0.9	4.5
22	Cc1c(C(=O)Nc2ccccc2)nnn1-c1ccnc2cc(C(F)(F)F)ccc12	-8.8	-6.8	-5.6	-4.0	-13.8	2.0
23	CCOC(=O)/C=C\C(=O)OCC	9.3	2.5	9.9	10.0	29.7	-1.1
24	Cn1cnc2nc[nH]c2c1=N	15.7	12.6	17.4	8.5	4.7	14.7
25	CC(=S)N/C=C\c1nc2ccccc2[nH]c1=O	-27.9	-39.4	-52.5	-29.4	-23.8	13.4
26	CC(C)/C(Cl)=N\OC(=O)Nc1cccc(Cl)c1	85.2*	87.8*	82.3*	72.3*	69.5	77.5*
27	O=C(CCC(NC(=O)OCc1ccccc1)C(=O)OCc1ccccc1)NC(CSCc1ccccc1)C(=O)NCC(=O)Oc1c(Cl)c(Cl)c(Cl)c(Cl)c1Cl (centres undefined)	64.2	28.8	18.8	45.0	31.0	60.7
28	COC(=O)c1ccccc1SSc1ccccc1C(=O)OC	0.0	-11.3	6.7	-43.7	2.6	14.3
29	CC1C2(C)OC(=N)C(C#N)(C(c3ccco3)O2)C1(C#N)C#N (centres undefined)	-6.5	3.1	-9.7	6.0	6.8	-1.4
30	C=CCC1=C(C)C(O)CC1=O (centres undefined)	-0.8	-13.7	0.7	-15.7	-21.9	-41.6
31	CC(OP(=O)(O)O)C(N)C(=O)O (centres undefined)	-44.9	-34.0	-19.9	-39.1	0.4	-5.2
32	c1ccc(C[n+]2cccc3ccccc32)cc1	-7.1	-29.6	-1.9	6.2	1.8	-12.2
33	CCCCCCCC(=O)Nc1nnc(SCCCCCCSc2nnc(NC(=O)CCCCCCC)s2)s1	2.0	-2.8	-3.0	18.8	15.8	9.7
34	CC(C)N(C)c1ccc(N=Nc2cc(Cl)ccc2Cl)cc1	/	-36.8	/	/	-27.6	-24.4
35	NC(=O)OCCOC(N)=O	-31.9	1.0	15.8	-9.9	7.5	2.5
36	COc1ccc(N2C(=O)[C@H]3CC(C)c4c([nH]c5ccccc45)[C@H]3C2=O)cc1 (some centres undefined)	-8.2	21.2	-1.1	-0.7	44.3	-32.0
37	CC1(CO)CSC(Nc2ccc(F)cc2)=N1 (centres undefined)	14.8	-11.1	2.4	14.8	-7.4	3.4
38	O=C(Oc1c(Cl)cc(Cl)cc1C=Nc1cccc(C(F)(F)F)c1)c1ccccc1	12.4	4.3	4.9	9.1	23.0	6.3
39	NC(N)=Nc1nc2ccc(Cl)cc2[nH]1	22.8	1.0	-11.9	-4.3	29.2	11.0
40	CCCCCCN(CCCCCC)CC(O)c1ccnc2c(Cl)cccc12 (centres undefined)	-1.9	22.8	-1.3	14.5	-16.1	23.2
41	Cc1cccc[n+]1C	0.1	4.3	22.9	-19.2	3.5	4.0
42	CN1CC(=O)N(CO)/C1=N\CO	-6.8	-5.5	5.8	-10.8	-7.2	2.0
43	CCC/C=N/Nc1ccc([N+](=O)[O-])cc1[N+](=O)[O-]	0.3	-9.9	0.9	-12.5	-11.3	-16.1
44	CC(OC(C)(C)C)C(NC(=O)C(N)CCCCNC(=O)OC(C)(C)C)C(=O)NC(Cc1ccccc1)C(=O)O (centres undefined)	-39.4	-11.6	-5.0	-14.8	-37.3	-15.0
45	CCOc1ccc2c(c1)nc1ccccc1[n+]2C	22.0	15.4	52.4	25.5	21.6	39.9
46	Cn1c(=O)c2c(nc(Cl)n2C)n(C)c1=O	-16.1	14.5	-7.7	-29.3	42.5	28.9
47	C[n+]1ccc(/C=N/O)cc1	-0.5	-22.4	8.4	3.0	-5.0	-11.2
48	CCCCOc1ccc(Nc2c(C(=O)O)cnc3cc4c(cc23)OCO4)cc1	-13.7	3.2	-4.8	5.4	-11.1	18.4
49	CC(=O)NC1C(O)C(NC(C)=O)C(OC(C)=O)C(OC(C)=O)C1OC(C)=O (centres undefined)	4.1	-9.7	-0.1	-15.4	33.4	1.4
50	N#CCCN(CCC#N)c1ccc(/C=C(/NC(=O)c2cc([N+](=O)[O-])ccc2Cl)C(=O)NN)cc1	-28.2	8.9	8.1	23.2	0.6	-10.2
51	CC(=O)N1N=C(N)CC1=O	-15.9	-17.5	9.1	5.0	-4.0	-16.6
52	COc1c2occc2c(CC(O)C(C)(C)O)c2ccc(=O)oc12 (centres undefined)	14.8	-20.7	-3.8	-6.8	13.4	-13.2
53	CNC(=O)OCc1c(-c2ccccc2)c(-c2ccccc2)n(C)c1COC(=O)NC	51.7	22.5	33.2	15.8	37.6	87.8*
54	COC(=O)C1OC(n2cnc3c(=S)nc[nH]c32)C(OC(C)=O)C(OC(C)=O)C1OC(C)=O (centres undefined)	0.3	4.4	-2.0	-2.7	7.8	-13.9
55	Cc1noc(C)c1CCCOC1COc2ccccc2OCCOCCOc2ccccc2OC1	-5.8	-7.2	-9.2	-21.1	-4.7	-5.2
56	Cc1c(C(=O)C(=O)c2ccccc2)c(C)c(C(=O)C(=O)c2ccccc2)c(C)c1C(=O)C(=O)c1ccccc1	75.7*	61.4	56.4	63.1	54.1	72.5*
57	CCCCCCCCSCCOC(=O)C1C2CCC(O2)C1C(=O)O (centres undefined)	42.1	19.5	45.0	53.0	56.8	0.2
58	Cc1cc(C)[nH]c(=O)c1	-2.8	0.8	20.1	3.8	9.2	4.4
59	COc1cc([N+](=O)[O-])ccc1NC(=O)Nc1nccs1	11.9	29.9	22.4	-9.2	5.8	-37.3
60	O=C(O)c1nn(-c2ccc(Cl)cc2)c2c1C(=O)c1ccccc1C2=O	-1.8	14.7	12.0	14.1	20.9	4.7

Some of the entries above, reformatted.
48. CCCCOc1ccc(Nc2c(C(=O)O)cnc3cc4c(cc23)OCO4)cc1
  sgs1 mgt1: -13.7
  yeast mec2-1: 3.2
  yeast bub3: -4.8
  yeast cln2 rad14: 5.4
  rad50: -11.1
  mlh1 rad18: 18.4
60. O=C(O)c1nn(-c2ccc(Cl)cc2)c2c1C(=O)c1ccccc1C2=O
  sgs1 mgt1: -1.8
  yeast mec2-1: 14.7
  yeast bub3: 12.0
  yeast cln2 rad14: 14.1
  rad50: 20.9
  mlh1 rad18: 4.7
49. CC(=O)NC1C(O)C(NC(C)=O)C(OC(C)=O)C(OC(C)=O)C1OC(C)=O (centres undefined)
  sgs1 mgt1: 4.1
  yeast mec2-1: -9.7
  yeast bub3: -0.1
  yeast cln2 rad14: -15.4
  rad50: 33.4
  mlh1 rad18: 1.4

Full records from above. Values in the order: sgs1 mgt1, yeast mec2-1, yeast bub3, yeast cln2 rad14, rad50, mlh1 rad18
COc1c2occc2c(CC(O)C(C)(C)O)c2ccc(=O)oc12 (centres undefined) across the screens: 14.8, -20.7, -3.8, -6.8, 13.4, -13.2
CCCCOc1ccc(Nc2c(C(=O)O)cnc3cc4c(cc23)OCO4)cc1 across the screens: -13.7, 3.2, -4.8, 5.4, -11.1, 18.4
CN1CC(=O)N(CO)/C1=N\CO across the screens: -6.8, -5.5, 5.8, -10.8, -7.2, 2.0

Exported with one line to a screen: entries from further up
(41) Cc1cccc[n+]1C
(42) CN1CC(=O)N(CO)/C1=N\CO

Compound	41	42
sgs1 mgt1	0.1	-6.8
yeast mec2-1	4.3	-5.5
yeast bub3	22.9	5.8
yeast cln2 rad14	-19.2	-10.8
rad50	3.5	-7.2
mlh1 rad18	4.0	2.0

The results go on:
entry	Molecule	sgs1 mgt1	yeast mec2-1	yeast bub3	yeast cln2 rad14	rad50	mlh1 rad18
61	Cc1cc2c(cc1Cl)S(=O)(=O)OC(c1ccc([N+](=O)[O-])cc1)=N2	-0.1	-4.3	19.1	0.5	-3.2	-10.3
62	BrCCCCCCCCCBr	1.1	-3.4	-16.6	12.9	9.8	29.1
63	COC1/C=C/OC2(C)Oc3c(C)c(O)c4c(O)c(c(/C=N/N5CC(C)N(C(=O)c6ccccc6)C(C)C5)c(O)c4c3C2=O)NC(=O)C(C)=C/C=C/C(C)C(O)C(C)C(O)C(C)C(OC(C)=O)C1C (centres undefined)	-23.8	-13.6	25.2	24.6	-5.8	5.5
64	CCCCCCCCCCCCCCCC(=O)NCC[N+](C)(CC)CC	72.2*	27.4	10.5	17.9	57.4	29.5

As entered above:
no. 52 @ yeast mec2-1: -20.7
no. 18 @ yeast bub3: -21.4

From PubChem BioAssay
